# Bioassay records: PubChem BioAssay, several laboratories
# HMGR II inh: inhibitors of class II HMG-CoA reductase from Enterococcus faecalis; AID 1066; inhibition, % at 10 µM; hit rate 0.41% among 190,000; purified E. faecalis HMGR, NADPH absorbance 340 nm kinetic;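 active = inhibition above a set limit, the median over all tested compounds plus 3 SD, cut at about 9.5% in these data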;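 note: enzyme runs in reverse so mevalonate oxidation gives rising NADPH absorbance; 0% = complete reaction with DMSO and 100% = background rate lacking mevalonate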
# PMI act: phosphomannose isomerase (human) activation | purified human PMI, coupled resazurin fluorescence, 20 min; hits give high values; 1 = vehicle control, 0 substrate-free wells | activation factor at 20 µM | hit rate 0.005% among 190,000 | P34949;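 active = activation factor of 2 or more at 20 µM, relative to plate controls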
# Target sequence (P34949 whole entry, looked up): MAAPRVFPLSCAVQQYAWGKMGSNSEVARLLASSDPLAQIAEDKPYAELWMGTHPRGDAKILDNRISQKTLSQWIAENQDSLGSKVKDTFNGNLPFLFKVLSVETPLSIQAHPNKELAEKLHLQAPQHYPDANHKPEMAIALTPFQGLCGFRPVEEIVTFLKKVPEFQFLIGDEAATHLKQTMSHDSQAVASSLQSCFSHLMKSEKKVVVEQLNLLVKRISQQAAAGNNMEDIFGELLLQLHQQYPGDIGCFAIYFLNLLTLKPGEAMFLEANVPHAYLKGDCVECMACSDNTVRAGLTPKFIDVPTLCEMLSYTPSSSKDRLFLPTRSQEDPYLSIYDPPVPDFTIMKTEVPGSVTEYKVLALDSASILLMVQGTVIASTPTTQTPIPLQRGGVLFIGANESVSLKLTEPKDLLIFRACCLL
# TNAP inh hiacc: TNAP (human) inhibition, high acceptor; P05186; AID 1135; purified TNAP, CDP-star luminescence, 1 M DEA; inhibition, % at 20 µM; hit rate 0.03% among 200,000;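 active = over 50% inhibition of tissue-nonspecific alkaline phosphatase at 20 µM in the single-dose screen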;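 note: plate controls were DMSO wells for no effect and EDTA-quenched wells as full inhibition for full effect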
# TNAP inh noacc: blocks human TNAP activity with no phosphate acceptor present; inhibition, % at 20 µM; purified TNAP, CDP-star luminescence, 30 min; hit rate 0.26% among 200,000; AID 1012;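 active = tissue-nonspecific alkaline phosphatase inhibition above about 50% at 20 µM in the single-dose screen, limit read from the data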;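 note: 0% = DMSO negative control and 100% = EDTA positive control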
# FLuc stim CS: firefly luciferase counter-screen for stimulation assays; P08659; ATPlite luciferase biochemical, luminescence, 10 min; 0 = ATP-free wells, 1 = DMSO control; activation factor at 10 µM; 200,000 tested, under 10 active; AID 1027;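 active = luciferase activation factor, scaled between plate controls, of at least 2 with compound at 10 µM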
# Target sequence (P08659 whole entry, looked up): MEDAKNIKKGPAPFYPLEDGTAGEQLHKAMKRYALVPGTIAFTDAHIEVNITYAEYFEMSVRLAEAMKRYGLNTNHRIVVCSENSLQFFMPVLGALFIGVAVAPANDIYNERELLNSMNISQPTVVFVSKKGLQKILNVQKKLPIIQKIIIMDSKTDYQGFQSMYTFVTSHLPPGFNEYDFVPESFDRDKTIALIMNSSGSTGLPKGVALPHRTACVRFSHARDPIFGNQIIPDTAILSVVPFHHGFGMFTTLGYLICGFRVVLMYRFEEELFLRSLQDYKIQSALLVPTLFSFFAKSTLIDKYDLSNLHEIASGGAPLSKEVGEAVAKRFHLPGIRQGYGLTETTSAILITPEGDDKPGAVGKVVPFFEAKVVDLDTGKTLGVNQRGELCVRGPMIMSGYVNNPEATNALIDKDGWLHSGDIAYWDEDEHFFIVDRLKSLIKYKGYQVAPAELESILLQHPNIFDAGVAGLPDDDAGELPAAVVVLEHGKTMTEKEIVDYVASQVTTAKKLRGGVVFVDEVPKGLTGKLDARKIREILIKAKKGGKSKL
#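 System: luciferase plus luciferin reagent, cell-free; medium: PBS as buffer for the ATP substrate; dosing: test compounds dosed from 2 mM stocks in 100% DMSO; timing: 10 min post-reagent at room temperature; measured by: luminescence measurement of luciferase light output; evaluation: luciferase activation, seen as luminescence increase over controls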
# Diaphorase inh: counter-screen for diaphorase-based assays: diaphorase inhibitors and chemical oxidizers; inhibition, % at 20 µM; diaphorase resazurin-to-resorufin fluorescence, NADH, 16 min; bacterial (C. kluyveri) enzyme, not human; hit rate 0.69% among 190,000;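 active = primary screen inhibition at 20 µM above a set limit, cut at about 50% in these data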;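 note: plate controls were DMSO with full reaction for no effect and wells lacking NADH for full effect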
#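 material = Clostridium kluyveri diaphorase enzyme | amount = 0.14 U/mL diaphorase, enzyme working solution | schedule = incubation 16 min, room temperature | detection = fluorescence of resorufin formed from resazurin, Ex 544/Em 590 nm | benchmarks = positive control minus NADH, DMSO neutral control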
# Diaph act CS: diaphorase activation or chemical reduction counter-screen | activation factor at 20 µM | Diaphorase/resazurin coupled assay, resorufin fluorescence, 16 min; hits give high values; 1 = vehicle wells, 0 = NADH-free wells | hit rate 0.005% among 190,000;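 active = diaphorase activity raised at least twofold by the compound at 20 µM; inactive = activation factor below 2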
#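 Material: Purified diaphorase enzyme from Clostridium kluyveri | Buffer or medium: 50 mM HEPES pH 7.4 with 4.542 mM MgCl2, 0.005% Tween 20 | Times: 16 min enzyme reaction, ambient temperature | Signal: Red resorufin fluorescence at 544/590 nm excitation/emission | Measure: Increased resorufin signal from activators or reducing compounds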
# G6PDH counter: L. mesenteroides G6PDH inhibition counter-screen | Purified L. mesenteroides G6PDH, diaphorase/resazurin coupled fluorescence, 45 min | inhibition, % at 5 µM | hit rate 0.12% among 200,000 | AID 1020; in the data active = inhibition above about 50%
# TNAP act hiacc: increases human TNAP activity under high phosphate acceptor concentration; P05186; purified TNAP, CDP-star luminescence, 1 M DEA, 30 min; hits give high values; 0 = EDTA background, 1 = DMSO-only activity; activation factor at 20 µM; 200,000 tested, under 10 active;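 active = activation factor at least 2 at 20 µM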
#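 Control set: EDTA negative control, DMSO positive control / Assay system: human TNAP / Quantity: TNAP 1/800 final / Evaluation: TNAP activation factor scaled between EDTA and DMSO control wells / Measured by: luminescent substrate turnover signal / Compound dosing: one dose, 20 µM / Times: 30 min enzyme reaction at room temperature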
# PMI act hi M6P: increases human PMI activity with near-saturating mannose 6-phosphate; coupled PMI enzyme assay, resazurin fluorescence, 20 min; hits give high values; 1 = untreated enzyme, 0 = substrate-free blank; activation factor at 20 µM; hit rate 0.34% among 190,000;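 active = activation factor of 2 or more at 20 µM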
#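 assay system = human phosphomannose isomerase with PGI, G6PDH, diaphorase coupling enzymes | quantity = 15 ng/mL PMI | incubation = enzyme reaction with compound 20 min at room temperature | medium = HEPES pH 7.4 buffer with MgCl2 and Tween-20 | compound dosing = one concentration, 20 µM, in 1% DMSO | measured by = Diaphorase-driven resazurin-to-resorufin fluorescence, excitation 544, emission 590 nm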
# * = called active by the depositor; / = not tested or not shown. This is a random part of the collection. About 1.7% of those tested had a hit in this group.
SMILES,HMGR II inh,PMI act,TNAP inh hiacc,TNAP inh noacc,FLuc stim CS,Diaphorase inh,Diaph act CS,G6PDH counter,TNAP act hiacc,PMI act hi M6P
CN(CCC#N)c1ccc(/C=C(\C#N)c2ccccn2)cc1,-0.5,1.2,1.6,-0.7,0.1,31.0,0.7,1.3,1,1
Cc1ccc(OCCCC(=O)Nc2ccc(Br)cc2)cc1,-2.3,0.9,1.5,-5.6,1,9.7,0.9,-16.4,1,0.9
CC(=O)N(C)c1ccc(NS(=O)(=O)c2cc(Cl)ccc2Cl)cc1,2.8,1,-0.2,-2.5,1,7.5,0.9,6.5,1,1
COc1ccc(N2C(=O)CCC(C(=O)NCCCN3CCC(C)CC3)C2c2ccc(OC)c(OC)c2)cc1 (stereo not drawn),-3.9,1,-0.1,-6.7,1,0.0,1,8.9,1,1
Clc1ccc(Sc2oc(/C=N/n3cnnc3)cc2Br)cc1,-2.5,0.8,-7.0,-10.4,1,32.0,0.7,4.0,1.1,0.8
C=CCN1C(=O)CN=C1Nc1cc(C)cc(C)c1,0.4,1.1,-6.2,-23.9,1.1,16.5,0.8,-0.8,1.1,1.1
Clc1ccc2c(NNc3ccccc3Cl)ccnc2c1,3.5,1.2,-1.8,-4.6,1,12.2,0.9,5.5,1,1.9
Cc1ccc(C(=O)N2CCN(C(=O)CN3CCOCC3)C2)cc1,-5.5,1,-0.2,-8.1,1,2.6,1,18.4,1,1.1
Cc1cc([N+](=O)[O-])ccc1NC(=O)c1cccc(NC(=O)C(C)C)c1,-6.9,1.1,-4.7,-11.2,1.1,8.8,0.9,4.3,1,1
COc1ccc(NC(=O)CSc2nnc(Cc3cccs3)n2-c2ccc(C)cc2)cc1,-1.8,0.9,-5.1,-0.7,1.1,20.1,0.8,9.8,1.1,1
N/C(CSc1nc(-c2ccccc2)c(-c2ccccc2)o1)=N\O,-0.1,0.9,-5.9,-12.2,1.1,19.3,0.8,0.4,1.1,0.9
O=C(NCc1cccc(CNC(=O)C(=O)NCc2ccco2)c1)C(=O)NCc1ccco1,-2.3,1.2,-5.9,-11.7,1,5.6,0.9,1.8,1.1,1.1
CCC(=O)NC(=S)NNC(=O)c1ccc(NC(=O)c2ccccc2)cc1,-2.5,1.1,-7.5,-98.0,0.7,7.5,0.9,0.3,1.1,1.2
Cc1nn(CCCC(=O)Nc2nccs2)c(C)c1[N+](=O)[O-],-7.7,1,3.4,-8.7,1.1,7.3,0.9,7.0,1,1.1
Cn1c(=O)c2c(-c3ccccc3)n(CCCN3CCOCC3)cc2n(C)c1=O,1.5,1,-2.2,-10.7,1.1,4.4,1,-1.2,1,1
O=C(Nc1cccc(-c2nc3ncccc3o2)c1)c1ccco1,-3.6,0.9,-3.7,-17.5,1,13.8,0.9,2.8,1,0.9
COc1ccc(CN(CC2CCCO2)C(=O)c2cc3sccc3n2C)c(OC)c1 (stereo not drawn),9.3,0.9,-5.4,-3.3,1,-3.5,1,13.5,1.1,1
O=C(NC(=S)Nc1cccc2cccnc12)c1cccs1,-11.5,/,14.6,10.3,0.9,/,/,7.5,0.9,/
O=C(O)c1[nH]c2ccccc2c1CC(=O)N1CCN(c2ccccc2)CC1,-0.6,0.9,-3.5,-14.0,1,9.7,0.9,3.1,1,0.9
O=C(NC(=S)Nc1ccc2c(c1)OCCO2)c1cccc2ccccc12,-0.1,0.8,-3.0,-3.0,1,23.2,0.8,-1.5,1,0.8

# An excerpt from above in order of their number in TNAP act hiacc, largest number first:
Compound | TNAP act hiacc
O=C(NCc1cccc(CNC(=O)C(=O)NCc2ccco2)c1)C(=O)NCc1ccco1 | 1.1
O=C(NC(=S)Nc1ccc2c(c1)OCCO2)c1cccc2ccccc12 | 1
O=C(NC(=S)Nc1cccc2cccnc12)c1cccs1 | 0.9

# Other records.
SMILES,HMGR II inh,PMI act,TNAP inh hiacc,TNAP inh noacc,FLuc stim CS,Diaphorase inh,Diaph act CS,G6PDH counter,TNAP act hiacc,PMI act hi M6P
COc1ccc(-n2c(=O)cc(N3CCN(c4ccccc4F)CC3)[nH]c2=O)cc1,-3.3,0.8,0.8,-4.8,1,17.8,0.8,-6.6,1,0.8
Cc1c(NC(=O)c2c(F)c(F)c(F)c(F)c2F)c(=O)n(-c2ccccc2)n1C,-0.7,1,-2.9,-10.6,1,8.1,0.9,-2.2,1,1
CCOC(=O)c1[nH]c2ccccc2c1NC(=O)c1ccc(S(=O)(=O)N2CCCC2)cc1,2.9,0.9,1.8,1.7,1.1,15.8,0.8,15.0,1,0.9
O=C(COc1cc(Cl)ccc1Cl)Nc1nnc(CC(=O)N2CCOCC2)s1,0.3,0.9,-3.1,-13.2,1,14.7,0.9,-25.1,1,1
CCn1c(SCC(=O)N2CCC(C)CC2)nnc1-c1ccc(S(=O)(=O)N2CCN(C)CC2)cc1,-1.6,0.9,-2.6,-5.6,0.9,7.7,0.9,5.3,1,1
CCCC(=O)Nc1ccc2c(c1)nc(CN1CCN(C(C)=O)CC1)n2C,/,0.9,-0.4,-4.6,1,15.0,0.8,3.9,1,0.8
COCCn1nnnc1CN1CCC(C)CC1,-2.6,1.1,2.4,-4.7,1,3.1,1,11.6,1,1.1
CCOc1ccc(S(=O)(=O)N2CCN(c3ccccc3)CC2)c2cccnc12,-0.7,0.9,-2.8,1.2,1,-2.6,1,15.3,1,0.6
CCOc1cc(C2NN=C(c3ccccc3)S2)ccc1OCc1ccccc1Cl (stereo not drawn),2.7,1.2,0.7,-7.5,0.8,9.3,0.9,1.6,1,1.4
COc1cccc(C(=O)NCCN2CCOCC2)c1,0.7,1,-4.4,-9.3,1.1,-0.8,1,4.3,1,1.1
O=C(Nc1ccc(Br)cc1)c1csc(-c2ccncc2)n1,-0.3,1,-4.1,-1.1,1,-9.8,1.1,-0.6,1,0.9
O=c1oc2c(CN3CCOCC3)c(O)c(Cl)cc2c2c1CCCC2,-1.3,1.1,-9.7,-7.1,1,17.6,0.8,9.2,1.1,0.9
Cc1nn(C)cc1/C=C/C(=O)c1cccs1,-4.3,1.1,3.9,-10.8,0.4,-7.7,1.1,4.8,1,1
Cc1cc(=O)oc2cc(OCC(=O)NCCCN3CCOCC3)ccc12,2.6,0.9,-5.7,-12.3,1,4.4,1,5.9,1.1,1
CS(=O)(=O)N1CCC(C(=O)NCc2ccc(F)cc2)CC1,4.3,1,-6.1,-6.4,1.1,15.6,0.8,2.8,1.1,1
CC(OC(=O)c1ccccc1N1C(=O)C2C3CCC(C3)C2C1=O)C(=O)c1ccccc1 (stereo not drawn),0.3,0.9,-3.3,-16.1,1,-2.9,1,13.8,1,1
COCC(=O)Nc1cc([N+](=O)[O-])ccc1C,-4.4,1,1.4,-7.1,1,3.8,1,4.9,1,1
O=c1cc(COn2nnc3ccc(C(F)(F)F)cc32)nc2sccn12,0.5,0.9,3.0,2.7,1.1,6.7,0.9,1.4,1,0.9
CCN(CC)c1ccc(-c2n[nH]c(=S)n2-c2ccccc2C)cc1,14.1*,0.9,5.6,-71.2,1,18.6,0.8,7.0,0.9,0.8
C/C(CC(=O)N1CCN(C=O)CC1)=N\NC(=O)c1ccc(Cl)cc1,0.8,1,-0.9,1.3,1.1,-0.7,1,3.0,1,1
Cc1ccc(CCCOC(=O)C[N+]2(C)CCCCC2)cc1,-6.1,0.8,-5.7,-8.6,1,12.6,0.9,8.5,1.1,0.8
COc1ccccc1CNC(=O)C(C)NS(=O)(=O)c1ccccc1 (stereo not drawn),-3.2,1,-5.8,-14.3,1,3.6,1,23.7,1.1,1
CCC1(C)Cc2c(C#N)c(N)n(-c3ccccc3)c(=S)c2CO1 (stereo not drawn),-1.1,1.2,-1.2,-1.6,1.1,42.9,0.6,19.4,1,0.7
CCn1c(SCC(=O)NCc2ccc3c(c2)OCO3)nnc1-c1cccs1,-5.8,0.9,-8.9,-17.5,1.1,17.8,0.8,-4.1,1.1,0.9
CCCCCCNCCn1cnc2c(N)ncnc21,0.8,1,-4.3,-10.7,1,4.3,1,1.3,1,1.1
O=S(=O)(c1ccc(Cl)c(C(F)(F)F)c1)N1CCN(c2ccccn2)CC1,2.5,1.1,-4.6,-11.3,1.1,0.0,1,-0.7,1,1
O=C(NCc1nc2ccccc2[nH]1)C1=C[C@@H](C2CC2)C[C@@H](OCc2ccc(CO)cc2)O1,-5.5,1.1,-0.4,-11.7,1,-9.3,1.1,-1.7,1,1
O=C(CSc1ccc2nnc(-c3cccc(F)c3)n2n1)NCc1ccco1,-8.1,1.1,1.4,2.0,1.1,19.7,0.8,3.2,1,1.1
CCOC(=O)CSc1nnc(Cc2ccccc2)n1-c1ccc(C)cc1,-2.1,1.1,-0.3,-3.5,1,-0.6,1,6.3,1,1.1
CCCCCN(C(=O)CN1CCC(Cc2ccccc2)CC1)c1c(N)n(CCCC)c(=O)[nH]c1=O,1.6,1,-0.6,-59.2,1,-7.1,1.1,3.5,1,1.1
Cn1c(CN2CCOCC2)nnc1SCC(=O)Nc1ccc2c(c1)OCCO2,0.9,0.9,-3.6,-9.9,1.1,7.6,0.9,0.1,1,1
COc1ccc(Cl)cc1NC(=O)[C@@H]1CCCN1C(=O)c1cccs1,-5.2,0.9,1.0,-0.4,1,5.6,0.9,-4.1,1,1
COc1cc2c3nnc(-c4ccc(F)cc4)c-3cn(Cc3ccccc3)c2cc1OC,-9.5,0.9,-9.6,-15.3,1.1,-10.0,1.1,-58.9,1.1,0.9
CC(C)Nc1ncnc2ccc(Br)cc12,-8.5,1,-0.7,-5.1,1,6.8,0.9,-2.2,1,1.1
CC(=O)c1ccc(-n2c(CCC(=O)O)ccc2-c2cccs2)cc1,1.2,0.9,-1.0,-8.6,1,3.0,1,6.9,1,0.9

# Results in TNAP inh noacc, FLuc stim CS and PMI act, for two of the compounds above:
Compound,TNAP inh noacc,FLuc stim CS,PMI act
COc1ccccc1CNC(=O)C(C)NS(=O)(=O)c1ccccc1 (stereo not drawn),-14.3,1,1
CCC1(C)Cc2c(C#N)c(N)n(-c3ccccc3)c(=S)c2CO1 (stereo not drawn),-1.6,1.1,1.2
